Mdm2-MdmX inh: disrupts the human Mdm2-MdmX interaction; actives 3% (n = 330,000); inhibition, % at 8 µM; O15151+Q00987; SaOS-2 split-luciferase Mdm2/MdmX complementation, luminescence;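 active means inhibition of at least 50% at 8 µM in the primary screen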
Target sequence (O15151 whole entry, looked up): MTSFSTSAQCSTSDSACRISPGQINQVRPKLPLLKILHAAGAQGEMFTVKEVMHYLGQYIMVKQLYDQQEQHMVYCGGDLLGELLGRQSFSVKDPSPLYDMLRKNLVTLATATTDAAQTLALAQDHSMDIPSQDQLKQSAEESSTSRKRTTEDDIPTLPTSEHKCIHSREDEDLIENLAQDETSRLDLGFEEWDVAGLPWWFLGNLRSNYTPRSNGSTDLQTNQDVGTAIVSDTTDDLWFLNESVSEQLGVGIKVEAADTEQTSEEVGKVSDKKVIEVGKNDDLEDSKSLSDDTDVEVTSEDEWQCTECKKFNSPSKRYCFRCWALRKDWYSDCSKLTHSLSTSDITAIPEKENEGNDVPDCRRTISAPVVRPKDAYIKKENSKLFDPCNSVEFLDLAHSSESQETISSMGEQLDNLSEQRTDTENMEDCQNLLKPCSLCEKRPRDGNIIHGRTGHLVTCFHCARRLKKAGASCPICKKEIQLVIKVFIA
Target sequence (Q00987 whole entry, looked up): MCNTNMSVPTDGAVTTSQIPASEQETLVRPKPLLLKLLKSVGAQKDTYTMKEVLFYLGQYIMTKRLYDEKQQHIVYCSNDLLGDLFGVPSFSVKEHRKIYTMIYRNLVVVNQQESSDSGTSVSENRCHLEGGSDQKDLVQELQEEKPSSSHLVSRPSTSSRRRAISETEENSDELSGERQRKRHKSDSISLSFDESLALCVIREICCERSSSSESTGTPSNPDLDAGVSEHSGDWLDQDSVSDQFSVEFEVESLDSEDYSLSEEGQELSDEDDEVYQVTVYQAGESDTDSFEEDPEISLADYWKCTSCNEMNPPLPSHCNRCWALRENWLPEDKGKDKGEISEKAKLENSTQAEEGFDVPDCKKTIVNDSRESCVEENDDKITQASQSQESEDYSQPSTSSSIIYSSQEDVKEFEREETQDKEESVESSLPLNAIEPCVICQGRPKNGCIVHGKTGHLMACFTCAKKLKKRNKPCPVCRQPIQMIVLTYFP
UPR CHOP act: apoptotic UPR (CHOP) activation; AID 449763; activation, % at 10 µM; actives 0.34% (n = 330,000); CHO-CHOP luciferase reporter, luminescence; percent of tunicamycin response over DMSO baseline;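 active means at 10 µM dose, activation of 40% or more, normalized to positive control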;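 further: 100% = tunicamycin at 10 µg/mL and 0% = DMSO alone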
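Material: CHO-CHOP cells, stable luciferase reporter of PERK-eIF2a-CHOP signalling; quantity: 500 reporter cells seeded per well; buffer or medium: F12 medium containing 10% fetal bovine serum; compound: one dose, 10 µM in 0.5% DMSO; incubation: 6 h compound treatment, 37 °C; measured by: Steady-Glo luciferase luminescence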
APJ antagonist: antagonists of human APJ apelin receptor; CHO-K1 APJ beta-arrestin complementation, luminescence; inhibition, % at 20 µM; actives 0.32% (n = 330,000); AID 2521;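 active means inhibition above about 40% at 20 µM, limit read from the data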;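 further: cells challenged with 10 nM apelin-13 agonist together with compound; plate controls were apelin-13 plus DMSO wells for no effect and DMSO wells lacking apelin-13 for full effect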
XBP1 UPR activ: activators of adaptive arm of unfolded protein response (XBP1) | AID 463104 | CHO-XBP1 luciferase reporter, IRE1-XBP1 UPR activation, luminescence; percent of tunicamycin response, DMSO as zero | activation, % at 20 µM | actives 0.33% (n = 330,000);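 active means versus positive control, 20 µM dose yields 30% or more activation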;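 further: 100% = tunicamycin at 10 µg/mL and 0% = DMSO only wells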
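Assay system: IRE1-XBP1 luciferase reporter CHO line. Input: 1000 cells/well. Buffer or medium: F12 with 10% serum. Doses: 20 µM, 1% DMSO. Times: overnight seeding at 37 °C, 6 h compound treatment at 37 °C. Technique: Steady-Glo luciferase glow luminescence, 10 min after reagent addition.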
Jurkat NFkB inh: lowers PMA/ionomycin-induced NF-kB signal in Jurkat cells. inhibition, % at 4 µM. actives 0.53% (n = 330,000). PMA/ionomycin-induced NF-kB luciferase reporter, luminescence; in the data active means inhibition above about 50%
697 NFkB inh: inhibitors of the PMA/ionomycin-induced NF-kB reporter in 697 B cells. actives 0.33% (n = 330,000). 697 B-cell NF-kB luciferase reporter, 16 h. inhibition, % at 4 µM; in the data active means inhibition above about 35%
APJ ag: APJ receptor agonism | CHO-K1 APJ PathHunter beta-arrestin, luminescence; 0% DMSO wells, 100% apelin | actives 0.11% (n = 330,000) | AID 2520 | activation, % at 20 µM;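 active means activation more than six SD over the plate average, tested at 20 µM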;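 further: 0% = DMSO alone and 100% = apelin-13 at 10 nM; some results filed as inactive read as strong as hits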
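assay system = CHO-K1 APJ beta-arrestin complementation cell line | input = cell density 1000 per well | dosing = compound 20 µM once, DMSO 1% | timing = compound 90 min 25 °C, reagent 1 h | measured by = luminescence from split beta-galactosidase complementation, Galacton Star/Emerald II substrate | read-out basis = APJ agonist activity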
tim23-1 inh: tim23-1 yeast growth inhibition | S. cerevisiae tim23-1 growth, BacTiter-Glo luminescence, 24 h | inhibition, % at 20 µM | actives 1.3% (n = 330,000);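 active means growth inhibition of the mutant yeast at or above 50%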;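 further: temperature-sensitive mutant grown at 25 °C; plate controls were DMSO-treated mutant yeast for no effect and medium wells lacking yeast for full effect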
* marks the source's active call; other numbers are inactive results.

compound | Mdm2-MdmX inh | UPR CHOP act | APJ antagonist | XBP1 UPR activ | Jurkat NFkB inh | 697 NFkB inh | APJ ag | tim23-1 inh
Cc1cccc(C)c1NC(=O)CN1C(=O)C(C)Oc2ccccc21 (configuration not stated) | 7 | 2.0 | -12 | -4 | -4 | 6 | -4 | 13
COc1cc(OC)nc(Oc2cccc(Cl)c2C)n1 | 15 | -0.9 | -7 | -1 | 5 | 11 | 1 | -6
Cc1ccc(CNC(=O)c2cc(=O)c3ccccc3o2)cc1 | 14 | 3.3 | 1 | 4 | -4 | -6 | -2 | 16
O=C(COc1ccc(Cl)cc1Cl)NCC(=O)N/N=C/c1c[nH]c2ccccc12 | 6 | 0.8 | 12 | 0 | -22 | 16 | 6 | -8
CC1CCN(C(=O)C2CCN(CC(C)c3ccccc3)CC2)CC1 (configuration not stated) | -1 | 0.0 | 6 | -3 | 7 | 10 | -3 | 3
CCCCNc1cc(=O)oc2ccccc12 | 5 | 2.0 | 2 | 0 | 11 | -3 | 0 | -3
CN(CC(=O)Nc1ccc(F)cc1)C(=O)COc1ncnc2ccccc12 | -2 | 0.3 | -14 | 0 | -3 | 6 | -8 | 1
O=C(O)CCC(=O)OCC1CCCO1 (configuration not stated) | 7 | -0.5 | 6 | 0 | 12 | 4 | -5 | -4
Cc1ccc(S(=O)(=O)/N=C(\Nc2cccc(C)c2)Nc2nc(C)cc(C)n2)cc1 | -23 | 1.2 | -5 | 0 | 11 | 22 | 0 | -1
Cn1c(=O)c2c(nc(Sc3nc4ccccc4n3CC(=O)N3CCCCC3)n2C)n(C)c1=O | 5 | 0.7 | 8 | 5 | 10 | 16 | -2 | 5
CCOc1ccc(C(=O)c2ccc(OCC)c(N)c2)cc1N | 22 | 2.1 | -8 | 1 | -27 | -37 | -5 | 12
COc1ccc(C(=O)NC(=S)Nc2nc(C)cc(C)n2)cc1Br | -35 | 5.9 | 15 | 3 | -12 | -19 | -1 | 7
Cc1cc(C(=O)N2CCN(C(=O)C3CCCO3)CC2)no1 (configuration not stated) | -3 | 3.2 | 6 | 0 | 8 | 4 | -4 | -5
COc1ccc(C(C(=O)NC2CCCC2)N(C(=O)c2snc(-c3ccc(F)cc3)c2N)c2ccc(OC)cc2)cc1 (configuration not stated) | 21 | 1.6 | -11 | 0 | 17 | 8 | -4 | 9
COCCNC(=O)CCCCCN1C(=O)CCC1=O | 6 | -0.8 | -9 | -4 | 1 | 4 | 1 | 1

Gathered by group, the compounds so far with a carbonyl joined to an NH by a bond outside any ring
compound | Mdm2-MdmX inh | UPR CHOP act | APJ antagonist | XBP1 UPR activ | Jurkat NFkB inh | 697 NFkB inh | APJ ag | tim23-1 inh
Cc1cccc(C)c1NC(=O)CN1C(=O)C(C)Oc2ccccc21 (configuration not stated) | 7 | 2.0 | -12 | -4 | -4 | 6 | -4 | 13
Cc1ccc(CNC(=O)c2cc(=O)c3ccccc3o2)cc1 | 14 | 3.3 | 1 | 4 | -4 | -6 | -2 | 16
O=C(COc1ccc(Cl)cc1Cl)NCC(=O)N/N=C/c1c[nH]c2ccccc12 | 6 | 0.8 | 12 | 0 | -22 | 16 | 6 | -8
CN(CC(=O)Nc1ccc(F)cc1)C(=O)COc1ncnc2ccccc12 | -2 | 0.3 | -14 | 0 | -3 | 6 | -8 | 1
COc1ccc(C(=O)NC(=S)Nc2nc(C)cc(C)n2)cc1Br | -35 | 5.9 | 15 | 3 | -12 | -19 | -1 | 7
COc1ccc(C(C(=O)NC2CCCC2)N(C(=O)c2snc(-c3ccc(F)cc3)c2N)c2ccc(OC)cc2)cc1 (configuration not stated) | 21 | 1.6 | -11 | 0 | 17 | 8 | -4 | 9
COCCNC(=O)CCCCCN1C(=O)CCC1=O | 6 | -0.8 | -9 | -4 | 1 | 4 | 1 | 1

The main list resumes, repeating the 3 entries before the break.
compound | Mdm2-MdmX inh | UPR CHOP act | APJ antagonist | XBP1 UPR activ | Jurkat NFkB inh | 697 NFkB inh | APJ ag | tim23-1 inh
Cc1cc(C(=O)N2CCN(C(=O)C3CCCO3)CC2)no1 (configuration not stated) | -3 | 3.2 | 6 | 0 | 8 | 4 | -4 | -5
COc1ccc(C(C(=O)NC2CCCC2)N(C(=O)c2snc(-c3ccc(F)cc3)c2N)c2ccc(OC)cc2)cc1 (configuration not stated) | 21 | 1.6 | -11 | 0 | 17 | 8 | -4 | 9
COCCNC(=O)CCCCCN1C(=O)CCC1=O | 6 | -0.8 | -9 | -4 | 1 | 4 | 1 | 1
CCCc1nc2ccccc2c2nc(N)nn12 | 13 | 1.4 | 1 | 4 | -25 | 18 | -1 | 17
O=C(COc1ccccc1)Nc1nnc(S(=O)(=O)N2CCCC2)s1 | -14 | 0.7 | 15 | -3 | 0 | -23 | 4 | 14
Cc1c(C#N)c(NC(=O)c2cccc(Cl)c2)n(Cc2ccccc2)c1C | 7 | -2.7 | 20 | -3 | 14 | 18 | -3 | 9
COc1cccc(CNC(=O)c2ccc(CS(=O)(=O)Cc3ccccc3C)o2)c1 | 7 | -1.4 | -14 | -1 | -2 | -6 | 2 | -5
Cc1ccc(S(=O)(=O)NCC(=O)N2CCCC2C(=O)O)cc1 (configuration not stated) | 6 | -0.4 | -3 | -5 | -2 | -4 | -1 | 2
O=C(CSc1nnc(NC(=O)c2cccc(F)c2)s1)NC1CC1 | 11 | -1.9 | 8 | -3 | 13 | 11 | -2 | 4
CCCCCn1c(=O)[nH]c2cc(C(=O)NCCCN3CCCCC3CC)ccc2c1=O (configuration not stated) | 34 | 0.0 | -24 | -8 | 22 | -19 | -1 | -6
COC(=O)c1ccc(Oc2cc(C)nc(Cl)n2)cc1 | 13 | -0.6 | 6 | 1 | 2 | -20 | -4 | -5
O=C(NCC1CCCCC1)c1ccc([N+](=O)[O-])cc1 | 11 | 1.9 | -13 | -4 | 1 | 4 | 2 | 18
CCOC(=O)[C@@H]1[C@H]2COc3ccccc3[C@H]2N2C(=O)N(c3cccc(C)c3)C(=O)[C@]12C | 8 | 3.5 | 11 | -3 | 1 | 8 | -4 | 25
NS(=O)(=O)c1ccc(CCNC(=O)COC(=O)C2CCN(c3ccc(C(F)(F)F)cn3)CC2)cc1 | -4 | 0.8 | -48 | -3 | 0 | -5 | -2 | 7
COC(=O)c1c(NC(=O)CN2C(=O)NC3(CCCCC3C)C2=O)sc2c1CCC2 (configuration not stated) | 10 | 1.6 | -2 | 6 | 1 | 7 | -2 | 7
Cc1ccc(CS(=O)(=O)CCC(=O)NCCCOC(C)C)cc1 | 6 | -0.5 | -17 | 1 | -15 | 8 | -1 | -5
COc1ccccc1C(=O)NC(CCSC)C(=O)NNC(=O)c1ccccc1O (configuration not stated) | 38 | 1.3 | 21 | -3 | -1 | -19 | -3 | 12
C=CCN(c1ccccc1)S(=O)(=O)c1cccc(C(=O)N2CCCC2)c1 | 16 | -1.1 | 0 | 3 | -3 | -5 | 5 | -6
Nc1nnc(SCC(=O)Nc2ccc(S(=O)(=O)N3CCOCC3)cc2)s1 | -13 | 0.9 | -12 | 0 | 2 | -10 | -1 | -2
Cc1onc(-c2c(F)cccc2Cl)c1C(=O)NC1CC1 | 3 | 0.7 | 6 | -4 | 12 | 11 | -1 | -5
COc1cc(NC(=O)C[n+]2ccc(C(=O)c3ccccc3)cc2)cc(OC)c1 | 16 | 0.2 | -26 | -2 | 5 | 22 | 5 | -8
O=C1CCC([N+](=O)[O-])C(c2cc(Br)ccc2F)N1 (configuration not stated) | -5 | 0.5 | 7 | 0 | 8 | -4 | -1 | 0
Cn1c(=N)n(CC(O)c2ccco2)c2ccccc21 (configuration not stated) | -3 | 1.8 | 16 | -2 | 4 | 14 | 3 | 9
O=C1NC(=O)/C(=C\c2ccccc2OCc2cccc([N+](=O)[O-])c2)N1 | 23 | -0.9 | 11 | -3 | 5 | 8 | 2 | -3
Cc1n[nH]c(=O)n1-c1ccc(C(C)C)cc1 | 20 | -2.3 | 6 | -2 | -17 | -3 | 0 | 15
CCC(=O)c1ccccc1OCC(=O)Nc1c(C)cccc1C | 18 | -0.3 | 5 | 0 | -4 | -26 | -3 | 19
C=C(C)Cn1c(CNC(C)=O)nc2ccccc21 | 4 | 1.7 | -6 | 0 | 11 | 7 | -2 | 9
O=C(NCc1ccc2c(c1)OCO2)C(C(=O)c1ccccc1)n1cc(Cl)ccc1=O (configuration not stated) | 4 | 5.2 | 16 | 0 | 2 | 12 | -3 | 16
Cc1ccc(NC(=O)CCOc2ccccc2)cc1S(=O)(=O)Nc1ccccc1Cl | 35 | 2.4 | -16 | -3 | 4 | -4 | 3 | 14
O=C(O)c1ccccc1C(=O)N1CCN(C(=O)c2ccccc2Cl)CC1 | 7 | -1.7 | 2 | 0 | -1 | 15 | -4 | -10
C=CCc1ccccc1OCC(O)CN1CCN(c2ccccc2F)CC1 (configuration not stated) | -3 | -3.8 | -6 | -1 | -16 | -9 | 0 | 4
O=C1CC(c2ccccc2)CC(O)=C1C=NC1CCCCC1 (configuration not stated) | -2 | 0.2 | 26 | 0 | -3 | 3 | -4 | 19
Cc1ccc2nc(CSc3nc(C)nc4c3oc3ccccc34)[nH]c2c1 | 47 | 3.1 | 11 | 10 | -5 | -9 | -1 | 40
COc1ccc(/C=N/NC(=O)c2cccs2)c2ccccc12 | -5 | 7.2 | -6 | 10 | -33 | -26 | -3 | 56*
CCc1nnc(NC(=O)C(CC)CC)s1 | -25 | -0.7 | -11 | 0 | 4 | 9 | -1 | 10
Cc1nn(CC(=O)NCC(C)c2ccccc2)c(=O)c2cccn12 (configuration not stated) | 2 | 1.5 | 2 | 0 | 10 | 24 | -2 | 0
CCCN(C(=O)c1cc(S(=O)(=O)N2CCCCCC2)ccc1OC)C1CCS(=O)(=O)C1 (configuration not stated) | 22 | 0.7 | -4 | 0 | 1 | -1 | -3 | 14
COc1ccc2cc(CCNC(=O)c3ccc(Br)o3)c(=O)[nH]c2c1 | -37 | 3.5 | -13 | -2 | -18 | -10 | -2 | -14
CCCCC1N2CC3([N+](=O)[O-])CN1CC([N+](=O)[O-])(C2)C3(C)C (configuration not stated) | 2 | 0.8 | -23 | -3 | 16 | 9 | -4 | 24
Cc1ccc(C)c2[nH]c(=O)c(CN(Cc3ccco3)C(=S)NCC3CCCO3)cc12 (configuration not stated) | 3 | -0.1 | 15 | -1 | 7 | 6 | -2 | 22
CCOc1ccccc1NC(=O)C1CCCN1C(=O)OCc1ccccc1 (configuration not stated) | 37 | -0.2 | -2 | -4 | 2 | 13 | -1 | 15
CCOC(=O)C1(Cc2ccc(OC)cc2)CCN(C(=O)c2ccoc2C)CC1 | 2 | -1.0 | -19 | 1 | -22 | -1 | -4 | 26
O=C(CSc1nnc2c(n1)[nH]c1ccc(F)cc12)N1CCOCC1 | -18 | 1.3 | 15 | 3 | 4 | -3 | -1 | 5
COC(=O)c1ccc(CSCc2ccc(C(=O)OC)o2)o1 | 13 | -1.0 | 9 | -4 | -16 | -18 | -4 | 7

Part of the list above, with each value named.
Cc1nn(CC(=O)NCC(C)c2ccccc2)c(=O)c2cccn12 (configuration not stated)
  Mdm2-MdmX inh = 2; UPR CHOP act = 1.5; APJ antagonist = 2; XBP1 UPR activ = 0; Jurkat NFkB inh = 10; 697 NFkB inh = 24; APJ ag = -2; tim23-1 inh = 0

CCCN(C(=O)c1cc(S(=O)(=O)N2CCCCCC2)ccc1OC)C1CCS(=O)(=O)C1 (configuration not stated)
  Mdm2-MdmX inh = 22; UPR CHOP act = 0.7; APJ antagonist = -4; XBP1 UPR activ = 0; Jurkat NFkB inh = 1; 697 NFkB inh = -1; APJ ag = -3; tim23-1 inh = 14

Screens: PubChem BioAssay, Sanford-Burnham Center for Chemical Genomics

Not a hit list, and some 5% of all compounds hit somewhere here.
